SUMO Mot1 rescue = inhibitors of SUMOylation pathway: yeast Mot1-301 growth rescue | S. cerevisiae Mot1-301 growth rescue, ATP luminescence, 38.5C; percent above DMSO median, 100 means doubled | growth rescue, % at 18.8 µM | 1% of 320,000 active | AID 2716;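 active = every valid replicate shows activation above 250% relative to neutral control wells; inactive = the rest, any valid replicate at or below 250%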;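 also: OY570 slx delta 5 strain wells were the positive control but not used for scaling; some compounds called inactive have numbers as strong as hits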
NSD2 inh = NSD2 (human) methyltransferase inhibition; O96028; inhibition, % at 12.5 µM; NSD2 peptide methylation, AlphaScreen, 120 min; 0.54% of 310,000 active; in the data active = inhibition above about 50%
LANA DNA inh = KSHV C-LANA DNA binding inhibition; MBP-C-LANA/FAM-LBS DNA binding, fluorescence polarization; 0.078% of 340,000 active; inhibition, % at 9 µM;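 active = highest replicate inhibition at or above 60% at 9 µM, even if other replicates fall short; inactive = all replicates below 60% inhibition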;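 also: 0% = neutral control wells and 100% = 4 µM acridine orange control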
CDK5 p35 inh = blocks human CDK5/p35 kinase activity; Recombinant CDK5/p35, ADP-Glo luminescence, 60 min; inhibition, % at 10 µM; 0.01% of 330,000 active;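 active = highest replicate inhibition of at least 50% and at least 75% of replicates reaching 50%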;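 also: plate controls were DMSO neutral control for no effect and GW8510 at 10 µM for full effect; many of its hits are not listed in these tables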
Target sequence (Q00535 whole entry, looked up): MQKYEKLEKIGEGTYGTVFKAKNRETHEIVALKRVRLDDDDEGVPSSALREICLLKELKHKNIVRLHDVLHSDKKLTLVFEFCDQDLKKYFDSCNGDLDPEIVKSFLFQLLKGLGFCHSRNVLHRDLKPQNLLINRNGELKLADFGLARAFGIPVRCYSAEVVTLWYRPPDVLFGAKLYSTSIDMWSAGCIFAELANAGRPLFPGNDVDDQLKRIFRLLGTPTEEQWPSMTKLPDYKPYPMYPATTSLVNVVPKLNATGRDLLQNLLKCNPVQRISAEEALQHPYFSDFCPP
Target sequence (Q15078 whole entry, looked up): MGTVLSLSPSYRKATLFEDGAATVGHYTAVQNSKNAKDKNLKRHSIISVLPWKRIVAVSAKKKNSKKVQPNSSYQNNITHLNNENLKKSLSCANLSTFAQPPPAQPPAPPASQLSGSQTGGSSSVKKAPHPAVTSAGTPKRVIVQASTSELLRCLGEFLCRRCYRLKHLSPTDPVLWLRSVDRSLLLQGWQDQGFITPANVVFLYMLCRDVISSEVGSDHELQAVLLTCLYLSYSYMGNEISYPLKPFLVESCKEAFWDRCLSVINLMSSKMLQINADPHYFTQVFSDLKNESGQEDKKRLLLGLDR
RTF Ca sens act = cardiac RTF calcium sensitization. 0.24% of 340,000 active. activation, % at 7.2 µM. P19429+P45379. IANBD-labeled TnC RTF fluorescence at EC20 calcium; 0% EC20 calcium, 100% full calcium;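 active = activation above the mean over all tested compounds plus 3 SD, cut at about 30% in these data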;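 also: rise in fluorescence read as greater calcium sensitivity of cardiac thin filaments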
PfHsp90 yeast 2 = inhibits growth of yeast expressing Plasmodium falciparum Hsp90; S. cerevisiae expressing PfHsp90, BacTiter-Glo ATP, 48 h; yeast lacking PDR1 and PDR3 efflux regulators; inhibition, % at 9.4 µM; 0.32% of 310,000 active;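 active = every replicate shows inhibition above about 80%, whatever the replicate mean, limit read from the data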;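 also: 0% = DMSO neutral controls and 100% = 20 µM radicicol positive controls; yeast relying on Plasmodium falciparum Hsp90 in place of its own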
Keap1 Nrf2 FP = Keap1-Nrf2 (human) interaction inhibition; 0.15% of 340,000 active; Q14145; AID 504523; Keap1 Kelch-Nrf2 peptide fluorescence polarization, 1536-well; inhibition, % at 9.4 µM; in the data active = inhibition above about 12%;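 also: human Keap1 Kelch domain with fluorescein labeled Nrf2 9mer peptide probe; 0% = neutral control wells and 100% = peptide positive control; higher means more block of Keap1 binding to Nrf2 peptide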
Rtt109 HAT inh = inhibitors of Candida albicans Rtt109/Vps75 histone acetyltransferase. purified Rtt109/Vps75, ThioGlo CoA-SH fluorescence, 4 h. inhibition, % at 34.9 µM. 0.16% of 330,000 active. AID 540336;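 active = inhibition of at least 50% in every replicate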
PvdQ inh = blocks Pseudomonas aeruginosa PvdQ acylase activity; AID 488965; purified PvdQ acylase, fluorescence plate reader; 0.063% of 340,000 active; inhibition, % at 10 µM; in the data active = inhibition above about 30%, passing the limit was not always enough;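 also: 0% = vehicle neutral wells and 100% = reference inhibitor wells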
RTF Ca sens inh = cardiac RTF calcium desensitization. inhibition, % at 7.15 µM. 0.12% of 340,000 active. IANBD-labeled cardiac RTF, Ca2+ fluorescence;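 active = inhibition above the mean inhibition of all tested compounds plus 3 SD, cut at about 17% in these data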;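 also: assay run at fixed EC70 calcium of 1.6 mM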
dFosB activator = enhances mouse delta FosB homodimer DNA binding. AID 493131. P13346. purified delta FosB, TAMRA-CDK5 oligo fluorescence polarization; percent of positive-control signal above neutral wells. 0.99% of 340,000 active. activation, % at 25 µM;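 active = mean activation above about 17%, with every replicate also reaching it, limit read from the data, passing the limit was not always enough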;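 also: fluorescence polarization rise as delta FosB binds a TAMRA Cdk5 AP-1 oligo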
Target sequence (P13346 whole entry, looked up): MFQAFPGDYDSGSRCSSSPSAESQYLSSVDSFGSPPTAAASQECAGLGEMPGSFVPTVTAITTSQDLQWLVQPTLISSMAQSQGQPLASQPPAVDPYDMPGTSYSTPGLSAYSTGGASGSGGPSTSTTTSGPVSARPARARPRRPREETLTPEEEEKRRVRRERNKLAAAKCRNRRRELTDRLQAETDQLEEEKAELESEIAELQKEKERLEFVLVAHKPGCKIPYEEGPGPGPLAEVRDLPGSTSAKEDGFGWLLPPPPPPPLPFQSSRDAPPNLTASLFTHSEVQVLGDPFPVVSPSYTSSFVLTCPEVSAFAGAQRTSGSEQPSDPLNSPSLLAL
* hit, by the source's call.

How did O=C(COc1ccccc1)N(Cc1cccc(F)c1)C1CCS(=O)(=O)C1 (centres undefined) do in these assays?
SUMO Mot1 rescue: 0; NSD2 inh: -7; LANA DNA inh: 0.1; CDK5 p35 inh: 0.8; RTF Ca sens act: -3; PfHsp90 yeast 2: -8; Keap1 Nrf2 FP: 1; Rtt109 HAT inh: -15; PvdQ inh: -5; RTF Ca sens inh: -3; dFosB activator: 4

What do the screens show for `COc1ccc(CNC(=O)CCn2nc(C)c3c(C)n(-c4ccccc4)nc3c2=O)c(OC)c1`?
SUMO Mot1 rescue: 228; NSD2 inh: -3; LANA DNA inh: -0.5; CDK5 p35 inh: 0.1; RTF Ca sens act: 0; PfHsp90 yeast 2: 3; Keap1 Nrf2 FP: -1; Rtt109 HAT inh: -7; PvdQ inh: -3; RTF Ca sens inh: -6; dFosB activator: -1

Results for CN(C)c1ccc(C(=O)NNC(=O)Nc2ccccc2)cc1 ?
SUMO Mot1 rescue: 33; NSD2 inh: 0; LANA DNA inh: -0.8; CDK5 p35 inh: 1.7; RTF Ca sens act: -8; PfHsp90 yeast 2: -18; Keap1 Nrf2 FP: -4; Rtt109 HAT inh: 2; PvdQ inh: -5; RTF Ca sens inh: -24; dFosB activator: 7

How did COc1ccccc1CN1CC(C(=O)NC2(c3ccccc3)CC2)CCC1=O (centres undefined) do in these assays?
SUMO Mot1 rescue: 0; NSD2 inh: 1; LANA DNA inh: -0.1; CDK5 p35 inh: 0.9; RTF Ca sens act: -4; PfHsp90 yeast 2: 6; Keap1 Nrf2 FP: -1; Rtt109 HAT inh: 4; PvdQ inh: 5; RTF Ca sens inh: 3; dFosB activator: -2

Results for N=c1sccn1CC(=O)NC(c1ccccc1)c1ccccc1 ?
SUMO Mot1 rescue: 18; NSD2 inh: 2; LANA DNA inh: -6.3; CDK5 p35 inh: 0.4; RTF Ca sens act: -2; PfHsp90 yeast 2: 11; Keap1 Nrf2 FP: -6; Rtt109 HAT inh: 0; PvdQ inh: 8; RTF Ca sens inh: 1; dFosB activator: -4

What do the screens show for `CC(=O)Oc1cc(O)c2c(c1)OC(c1ccc(OC(C)=O)c(OC(C)=O)c1)C(OC(C)=O)C2=O` (centres undefined)?
SUMO Mot1 rescue: -3; NSD2 inh: 9; LANA DNA inh: -0.3; CDK5 p35 inh: 0.6; RTF Ca sens act: 5; PfHsp90 yeast 2: 6; Keap1 Nrf2 FP: -1; Rtt109 HAT inh: 2; PvdQ inh: 2; RTF Ca sens inh: 1; dFosB activator: -4

What do the screens show for `COCCSc1nc(N)c(NC(=O)c2ccco2)c(=O)[nH]1`?
SUMO Mot1 rescue: 7; NSD2 inh: 0; LANA DNA inh: -1.9; CDK5 p35 inh: -0.1; RTF Ca sens act: -3; PfHsp90 yeast 2: -11; Keap1 Nrf2 FP: -4; Rtt109 HAT inh: -8; PvdQ inh: 3; RTF Ca sens inh: -10; dFosB activator: 4

Results for O=S(=O)(/N=C(/Nc1cccc2ccccc12)c1ccccc1)c1ccc(F)cc1 ?
SUMO Mot1 rescue: -2; NSD2 inh: 2; LANA DNA inh: 0.1; RTF Ca sens act: -2; PfHsp90 yeast 2: 6; Keap1 Nrf2 FP: -3; Rtt109 HAT inh: 21; PvdQ inh: 1; RTF Ca sens inh: -4; dFosB activator: -9

How did CCOC(=O)c1cc(-c2ccccc2)nc2c(O)cccc12 do in these assays?
NSD2 inh: -2; LANA DNA inh: -1.0; CDK5 p35 inh: 0.7; RTF Ca sens act: -6; PfHsp90 yeast 2: -5; Keap1 Nrf2 FP: -3; Rtt109 HAT inh: -8; PvdQ inh: 8; RTF Ca sens inh: 2; dFosB activator: -3

Results for CC(=O)Nc1ccc(NC(=O)C(C)OC(=O)CCCc2c[nH]c3ccccc23)cc1 (centres undefined) ?
SUMO Mot1 rescue: -6; NSD2 inh: 2; LANA DNA inh: 2.2; CDK5 p35 inh: 0.0; RTF Ca sens act: 1; PfHsp90 yeast 2: 3; Keap1 Nrf2 FP: -3; Rtt109 HAT inh: -4; PvdQ inh: 3; RTF Ca sens inh: 1; dFosB activator: -5

Results for Cn1ccsc1=NC(=O)c1ccc(S(C)(=O)=O)cc1 ?
SUMO Mot1 rescue: 28; NSD2 inh: 27; LANA DNA inh: -0.1; CDK5 p35 inh: 2.4; RTF Ca sens act: 0; PfHsp90 yeast 2: 5; Keap1 Nrf2 FP: 0; Rtt109 HAT inh: -7; PvdQ inh: -12; RTF Ca sens inh: 0; dFosB activator: -3

How did O=[N+]([O-])c1cccc(/C=N/n2cnnc2)c1O do in these assays?
SUMO Mot1 rescue: 9; NSD2 inh: 0; LANA DNA inh: 2.1; CDK5 p35 inh: -0.3; RTF Ca sens act: 1; Keap1 Nrf2 FP: -5; Rtt109 HAT inh: 1; PvdQ inh: -5; RTF Ca sens inh: 4; dFosB activator: -2

What do the screens show for `COc1ccc2c(c1)cc1c(=O)n(CC(=O)NC(C)CCc3ccccc3)nc(C)n12` (centres undefined)?
SUMO Mot1 rescue: -3; NSD2 inh: -4; LANA DNA inh: -0.7; CDK5 p35 inh: -0.6; RTF Ca sens act: -5; PfHsp90 yeast 2: -21; Keap1 Nrf2 FP: -4; Rtt109 HAT inh: -5; PvdQ inh: 3; RTF Ca sens inh: -4; dFosB activator: 2

Results for CN(C)CCNc1nc(-c2ccco2)c2c(c1C#N)CC(C)(C)OC2 ?
SUMO Mot1 rescue: 16; NSD2 inh: 127*; LANA DNA inh: -0.1; CDK5 p35 inh: -0.3; RTF Ca sens act: 0; PfHsp90 yeast 2: -23; Keap1 Nrf2 FP: -3; Rtt109 HAT inh: -3; PvdQ inh: -10; RTF Ca sens inh: -3; dFosB activator: 2

How did Cc1c(NCc2cc(Cl)cc(Cl)c2O)c(=O)n(-c2ccccc2)n1C do in these assays?
SUMO Mot1 rescue: 7; NSD2 inh: 1; LANA DNA inh: 0.7; CDK5 p35 inh: -2.0; RTF Ca sens act: -3; PfHsp90 yeast 2: -26; Keap1 Nrf2 FP: -1; Rtt109 HAT inh: -2; PvdQ inh: -17; RTF Ca sens inh: 1; dFosB activator: -4

How did O=[N+]([O-])c1ccc(OC/C=C2\Oc3ccc([N+](=O)[O-])cc3C2N2CCOCC2)cc1 (centres undefined) do in these assays?
SUMO Mot1 rescue: 18; NSD2 inh: -4; LANA DNA inh: -0.2; CDK5 p35 inh: 0.9; RTF Ca sens act: 3; PfHsp90 yeast 2: -2; Keap1 Nrf2 FP: 1; Rtt109 HAT inh: 22; PvdQ inh: 3; RTF Ca sens inh: 2; dFosB activator: -5

What do the screens show for `COc1ccc(C(C(=O)NC2CCCC2)N2CCc3ccccc32)cc1` (centres undefined)?
SUMO Mot1 rescue: 2; LANA DNA inh: 1.4; CDK5 p35 inh: -6.0; RTF Ca sens act: -4; PfHsp90 yeast 2: 5; Keap1 Nrf2 FP: -2; Rtt109 HAT inh: -15; PvdQ inh: -8; RTF Ca sens inh: 0; dFosB activator: -4

Results for CCOCCCNC(=O)C1(O)c2cc(Br)ccc2NC(=O)N1c1cccc(OC)c1 (centres undefined) ?
SUMO Mot1 rescue: 241; NSD2 inh: 0; LANA DNA inh: -2.8; CDK5 p35 inh: -0.3; RTF Ca sens act: 3; PfHsp90 yeast 2: 5; Keap1 Nrf2 FP: -1; Rtt109 HAT inh: 2; PvdQ inh: -19; RTF Ca sens inh: -2; dFosB activator: -6

How did CCCCNS(=O)(=O)c1ccc2nc(SCC(N)=O)[nH]c2c1 do in these assays?
SUMO Mot1 rescue: 126; NSD2 inh: -2; LANA DNA inh: -1.7; CDK5 p35 inh: -1.2; RTF Ca sens act: 2; PfHsp90 yeast 2: -1; Keap1 Nrf2 FP: -4; Rtt109 HAT inh: 4; PvdQ inh: -7; RTF Ca sens inh: 6; dFosB activator: -4

How did CSc1ccccc1C(=O)Nc1cc2c(cc1C(=O)O)OCCCO2 do in these assays?
SUMO Mot1 rescue: 485; NSD2 inh: 7; LANA DNA inh: -0.8; CDK5 p35 inh: -0.6; RTF Ca sens act: -5; PfHsp90 yeast 2: 9; Keap1 Nrf2 FP: 0; Rtt109 HAT inh: -5; PvdQ inh: -13; RTF Ca sens inh: -18; dFosB activator: -5

How did COc1cc(/C=N/NC(=O)c2ccc(CSc3nc4ccccc4[nH]3)cc2)ccc1O do in these assays?
SUMO Mot1 rescue: -11; NSD2 inh: 4; LANA DNA inh: -0.3; CDK5 p35 inh: 1.0; PfHsp90 yeast 2: -61; Keap1 Nrf2 FP: -8; Rtt109 HAT inh: 1; PvdQ inh: -9; dFosB activator: 0

How did CS(=O)(=O)c1ccc(N2CCN(c3ccccn3)CC2)c([N+](=O)[O-])c1 do in these assays?
SUMO Mot1 rescue: -1; NSD2 inh: 6; LANA DNA inh: -1.4; CDK5 p35 inh: 0.2; RTF Ca sens act: -6; PfHsp90 yeast 2: -17; Keap1 Nrf2 FP: 3; Rtt109 HAT inh: -8; PvdQ inh: 6; RTF Ca sens inh: 6; dFosB activator: -2

How did COc1ccc(C(=O)Cn2c(=O)oc3ccc(C)cc32)cc1 do in these assays?
SUMO Mot1 rescue: 214; NSD2 inh: -7; LANA DNA inh: -3.4; CDK5 p35 inh: -0.6; RTF Ca sens act: -1; PfHsp90 yeast 2: -3; Keap1 Nrf2 FP: -1; Rtt109 HAT inh: 6; PvdQ inh: -3; RTF Ca sens inh: -3; dFosB activator: -5

Results for O=C(CSc1cn(Cc2cccc(F)c2)c2ccccc12)NCc1ccc(F)cc1 ?
SUMO Mot1 rescue: 0; LANA DNA inh: 3.3; CDK5 p35 inh: -0.3; RTF Ca sens act: 4; PfHsp90 yeast 2: -28; Keap1 Nrf2 FP: 4; Rtt109 HAT inh: 2; PvdQ inh: -10; RTF Ca sens inh: -3; dFosB activator: -2

Results for COc1ccc(S(=O)(=O)N2CCC3(CC2)OCCN3S(=O)(=O)c2cccs2)cc1OC ?
SUMO Mot1 rescue: -14; NSD2 inh: 0; LANA DNA inh: 0.3; CDK5 p35 inh: -0.2; RTF Ca sens act: -2; PfHsp90 yeast 2: -23; Keap1 Nrf2 FP: -3; Rtt109 HAT inh: 10; PvdQ inh: -11; RTF Ca sens inh: -5; dFosB activator: -7

What do the screens show for `C/C(=N\NC(=O)c1ccc(=O)[nH]n1)c1cccnc1`?
SUMO Mot1 rescue: 1; NSD2 inh: 0; LANA DNA inh: 0.2; CDK5 p35 inh: 1.9; RTF Ca sens act: -4; PfHsp90 yeast 2: 12; Keap1 Nrf2 FP: -4; Rtt109 HAT inh: -2; PvdQ inh: 10; RTF Ca sens inh: 1; dFosB activator: -2

Results for COc1ccccc1Oc1ccc(S(=O)(=O)N2CCCC2)cc1 ?
SUMO Mot1 rescue: 6; NSD2 inh: -9; LANA DNA inh: 0.0; CDK5 p35 inh: 0.0; RTF Ca sens act: 8; Keap1 Nrf2 FP: -2; Rtt109 HAT inh: 2; PvdQ inh: -10; RTF Ca sens inh: -8; dFosB activator: -16

Results for COC(=O)c1sccc1NC(=O)Nc1ccccc1Cl ?
SUMO Mot1 rescue: 9; NSD2 inh: 0; LANA DNA inh: -0.9; CDK5 p35 inh: 0.4; RTF Ca sens act: -9; PfHsp90 yeast 2: -10; Keap1 Nrf2 FP: -2; Rtt109 HAT inh: -8; PvdQ inh: -2; RTF Ca sens inh: 2; dFosB activator: -10
